PvdQ inh = P. aeruginosa PvdQ acylase inhibition; purified PvdQ acylase, fluorescence plate reader; inhibition, % at 10 µM; hit rate 0.063% among 340,000; AID 488965; in the data active means inhibition above about 30%, passing the limit was not always enough;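 further: 0% = vehicle neutral wells and 100% = reference inhibitor wells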
C-LANA FP = blocks KSHV LANA C-terminal domain binding to DNA. inhibition, % at 9 µM. MBP-C-LANA/FAM-LBS DNA binding, fluorescence polarization. hit rate 0.078% among 340,000;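 active means highest replicate inhibition at or above 60% at 9 µM, even if other replicates fall short; inactive means all replicates below 60% inhibition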;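 further: 0% = neutral control wells and 100% = 4 µM acridine orange control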
PfHsp90 yeast 2 = growth inhibition of yeast expressing Plasmodium Hsp90; S. cerevisiae expressing PfHsp90, BacTiter-Glo ATP, 48 h; yeast lacking PDR1 and PDR3 efflux regulators; inhibition, % at 9.4 µM; hit rate 0.32% among 310,000; AID 504621;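 active means every replicate shows inhibition above about 80%, whatever the replicate mean, limit read from the data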;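 further: 0% = DMSO neutral controls and 100% = 20 µM radicicol positive controls; yeast relying on Plasmodium falciparum Hsp90 in place of its own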
Rtt109 Vps75 = blocks Candida albicans Rtt109/Vps75 acetyltransferase activity; hit rate 0.16% among 330,000; inhibition, % at 34.9 µM; Q5AAJ8; purified Rtt109/Vps75, ThioGlo CoA-SH fluorescence, 4 h;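 active means inhibition of at least 50% in every replicate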
SUMO Mot1 rescue = blocks SUMOylation pathway, rescuing yeast Mot1-301 growth | S. cerevisiae Mot1-301 growth rescue, ATP luminescence, 38.5C; percent above DMSO median, 100 means doubled | growth rescue, % at 18.8 µM | hit rate 1% among 320,000 | AID 2716;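 active means every valid replicate shows activation above 250% relative to neutral control wells; inactive means the rest, any valid replicate at or below 250%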;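 further: OY570 slx delta 5 strain wells were the positive control but not used for scaling; some compounds called inactive have numbers as strong as hits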
Keap1-Nrf2 PPI = disrupts human Keap1 binding to Nrf2 peptide | Q14145 | Keap1 Kelch-Nrf2 peptide fluorescence polarization, 1536-well | inhibition, % at 9.4 µM | hit rate 0.15% among 340,000 | AID 504523; in the data active means inhibition above about 12%;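 further: human Keap1 Kelch domain with fluorescein labeled Nrf2 9mer peptide probe; 0% = neutral control wells and 100% = peptide positive control; higher means more block of Keap1 binding to Nrf2 peptide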
Cardiac RTF inh = cardiac RTF calcium desensitization | AID 493244 | hit rate 0.12% among 340,000 | inhibition, % at 7.15 µM | IANBD-labeled cardiac RTF, Ca2+ fluorescence;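 active means inhibition above the mean inhibition of all tested compounds plus 3 SD, cut at about 17% in these data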;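 further: assay run at fixed EC70 calcium of 1.6 mM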
cardiac RTF act = increases calcium sensitivity of human cardiac regulated thin filaments. IANBD-labeled TnC RTF fluorescence at EC20 calcium; 0% EC20 calcium, 100% full calcium. activation, % at 7.2 µM. hit rate 0.24% among 340,000. AID 493008;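 active means activation above the mean over all tested compounds plus 3 SD, cut at about 30% in these data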;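 further: rise in fluorescence read as greater calcium sensitivity of cardiac thin filaments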
dFosB act = activators of mouse delta FosB homodimer; hit rate 0.99% among 340,000; purified delta FosB, TAMRA-CDK5 oligo fluorescence polarization; percent of positive-control signal above neutral wells; activation, % at 25 µM; P13346;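 active means mean activation above about 17%, with every replicate also reaching it, limit read from the data, passing the limit was not always enough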;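 further: fluorescence polarization rise as delta FosB binds a TAMRA Cdk5 AP-1 oligo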
NSD2 inh = blocks human histone methyltransferase NSD2; O96028; NSD2 peptide methylation, AlphaScreen, 120 min; inhibition, % at 12.5 µM; hit rate 0.54% among 310,000; in the data active means inhibition above about 50%
Target sequence (O96028 whole entry, looked up): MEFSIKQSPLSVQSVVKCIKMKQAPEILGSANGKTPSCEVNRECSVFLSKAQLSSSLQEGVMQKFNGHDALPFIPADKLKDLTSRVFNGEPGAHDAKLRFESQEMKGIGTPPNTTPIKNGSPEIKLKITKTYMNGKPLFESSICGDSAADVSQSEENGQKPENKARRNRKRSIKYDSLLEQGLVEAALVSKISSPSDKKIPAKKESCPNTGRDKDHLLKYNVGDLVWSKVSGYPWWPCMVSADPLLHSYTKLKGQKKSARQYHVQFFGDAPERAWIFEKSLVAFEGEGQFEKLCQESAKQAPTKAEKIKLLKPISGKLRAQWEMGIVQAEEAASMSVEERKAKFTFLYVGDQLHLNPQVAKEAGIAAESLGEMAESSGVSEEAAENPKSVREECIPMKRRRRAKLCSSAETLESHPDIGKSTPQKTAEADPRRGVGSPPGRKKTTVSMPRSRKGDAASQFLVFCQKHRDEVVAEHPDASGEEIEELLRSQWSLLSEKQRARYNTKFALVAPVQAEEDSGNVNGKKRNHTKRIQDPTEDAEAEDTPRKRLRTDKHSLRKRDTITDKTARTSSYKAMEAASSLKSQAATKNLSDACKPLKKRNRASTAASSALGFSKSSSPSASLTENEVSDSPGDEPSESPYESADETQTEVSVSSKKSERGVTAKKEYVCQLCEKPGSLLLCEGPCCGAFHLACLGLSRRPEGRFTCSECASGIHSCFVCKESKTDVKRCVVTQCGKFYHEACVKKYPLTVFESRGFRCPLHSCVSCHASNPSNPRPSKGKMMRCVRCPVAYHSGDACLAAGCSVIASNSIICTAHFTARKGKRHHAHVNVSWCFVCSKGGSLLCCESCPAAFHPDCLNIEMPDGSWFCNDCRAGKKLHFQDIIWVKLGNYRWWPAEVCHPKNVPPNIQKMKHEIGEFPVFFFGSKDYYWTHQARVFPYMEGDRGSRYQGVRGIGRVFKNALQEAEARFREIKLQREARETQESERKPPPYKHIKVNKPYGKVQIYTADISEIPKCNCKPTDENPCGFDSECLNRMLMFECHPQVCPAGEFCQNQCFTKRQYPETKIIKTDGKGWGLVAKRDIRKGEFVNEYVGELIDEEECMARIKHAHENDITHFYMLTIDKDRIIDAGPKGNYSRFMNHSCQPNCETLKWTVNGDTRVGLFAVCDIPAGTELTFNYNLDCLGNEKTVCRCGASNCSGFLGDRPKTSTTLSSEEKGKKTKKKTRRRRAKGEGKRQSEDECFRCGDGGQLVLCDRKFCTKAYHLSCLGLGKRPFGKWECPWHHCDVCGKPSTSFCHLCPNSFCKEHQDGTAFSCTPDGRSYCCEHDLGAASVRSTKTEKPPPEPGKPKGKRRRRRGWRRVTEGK
CDK5 inh = CDK5/p35 (human) kinase inhibition; Q00535+Q15078; Recombinant CDK5/p35, ADP-Glo luminescence, 60 min; inhibition, % at 10 µM; hit rate 0.01% among 330,000; AID 488839;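 active means highest replicate inhibition of at least 50% and at least 75% of replicates reaching 50%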;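 further: plate controls were DMSO neutral control for no effect and GW8510 at 10 µM for full effect; many of its hits are not listed in these tables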
The depositor's hits bear a star; x = not tested or not shown. This is a random part of the collection; 3.2% or so of the library scored in one or more.

SMILES | PvdQ inh | C-LANA FP | PfHsp90 yeast 2 | Rtt109 Vps75 | SUMO Mot1 rescue | Keap1-Nrf2 PPI | Cardiac RTF inh | cardiac RTF act | dFosB act | NSD2 inh | CDK5 inh
O=S(=O)(Nc1cccc2ccccc12)c1cccc2nonc12 | 12 | 0.2 | -3 | -14 | 24 | 5 | -6 | -4 | -10 | -1 | -2.6
COc1cc(C(O)P(=O)(OCCC(C)C)c2ccc(N(C)C)cc2)cc(OC)c1OC (stereo not given) | 2 | 5.8 | 16 | -7 | 2 | 5 | -1 | 0 | -2 | 1 | -2.1
Cc1ccc(CCN2CC(C(=O)NCCCN3CCCCCC3)CC2=O)cc1 (stereo not given) | -19 | -2.1 | 10 | 10 | 6 | -3 | 6 | -2 | 2 | 8 | 0.9
C=CCc1ccccc1OCC(CN1CCCCC1)OC(C)=O (stereo not given) | -14 | 1.2 | 31 | 11 | 80 | -5 | -20 | 0 | 2 | 5 | 1.1
CCCN(CCC)Cc1cc2ccccc2c2c1COC2 | -1 | -0.6 | -4 | 1 | 6 | -2 | 11 | 1 | -7 | -7 | -0.7
CCOCCCNC(=O)C(c1ccc(Cl)cc1)N(Cc1cccs1)C(=O)c1ccccn1 (stereo not given) | 4 | 0.7 | x | 1 | -15 | -4 | 3 | -3 | -5 | -7 | -0.9
CCCCC(NS(=O)(=O)c1ccc(C)cc1)C(=O)Oc1ccc2c3c(c(=O)oc2c1)CCC3 (stereo not given) | -16 | 0.2 | -8 | 0 | 0 | -4 | -7 | -7 | -12 | -3 | 0.2
COc1ccc(CNC(=O)c2noc3c2CCCC3)cc1 | -12 | -0.2 | -60 | -6 | 14 | -1 | -2 | 5 | -2 | -4 | 0.6
COc1ccc2oc(C(=O)OCC(=O)NCCN3C(=O)CSC3=O)c(C)c2c1 | -11 | 0.4 | 8 | -3 | 36 | 0 | -15 | -4 | -8 | 6 | 0.2
O=C(Cn1nnc2ccccc2c1=O)N[C@H](C(=O)O)c1ccccc1 | 2 | -2.6 | 10 | 15 | -2 | 2 | 2 | 2 | -3 | -1 | 0.8
Cc1cc(=O)oc2cc(OCC(=O)Nc3nccs3)ccc12 | -9 | -0.8 | 24 | -24 | 7 | -3 | -4 | 5 | -2 | -4 | -1.5
Cc1onc(-c2c(F)cccc2Cl)c1C(=O)OCC(=O)Nc1c(C)n(C)n(-c2ccccc2)c1=O | -13 | -0.8 | 14 | 1 | -13 | 2 | -8 | -7 | -1 | -4 | -1.1
O=C1NC(c2cc3c(cc2Cl)OCO3)Oc2ccccc21 (stereo not given) | -12 | -0.5 | x | -9 | 173 | -3 | 10 | 9 | -4 | 0 | 0.0
O=C(CSc1nnc(COc2ccccc2)n1-c1ccccc1)c1ccccc1 | -12 | 0.2 | -15 | -7 | -10 | 2 | 2 | -1 | -10 | x | 1.5
O=C(CCCC(=O)Nc1ccccc1Br)N/N=C/c1c(F)cccc1Cl | 10 | -1.6 | 2 | -4 | 17 | -3 | -1 | 3 | 27* | 2 | -1.1
O=C(Nc1ccc(O)cc1)/C(=C\c1cccs1)NC(=O)c1ccccc1 | 9 | -0.1 | 25 | 3 | 353 | 0 | 0 | -2 | -2 | 2 | x
Cc1cccc(C(=O)NCCNC(=O)c2cccc(C)c2)c1 | -19 | -0.8 | -20 | x | 360 | -4 | -19 | -4 | 0 | 1 | -6.1
CCCc1nc2ccccc2n1CCOc1ccccc1 | -19 | 0.9 | -28 | 10 | -26 | -9 | -13 | 1 | 4 | 2 | 0.5
Cc1ccc(S(=O)(=O)NC(C)C(=O)NC2CCCCCC2)cc1 (stereo not given) | -10 | 0.5 | -5 | x | 38 | -1 | -2 | -3 | -1 | -2 | -0.3
Cn1c2c(c(=O)n(C)c1=O)CN(Cc1ccc(F)cc1)CN2 | 21 | 0.7 | 10 | 12 | -11 | -2 | 7 | 7 | -1 | 0 | 0.7
Cc1cccc(NC(=O)CN2C(=O)N/C(=C\c3ccc(-c4cccc(C(=O)O)c4)o3)C2=O)c1 | -15 | -0.9 | -18 | 4 | 37 | -3 | 3 | 1 | 0 | -5 | -1.9
COc1ccc(N2CCN(C(=O)CNC(=O)c3cn(-c4ccccc4OC)c(=O)c4ccccc34)CC2)cc1 | -6 | 1.1 | -19 | -3 | -6 | -1 | -2 | -2 | -3 | 0 | 2.8
CCOC(=O)C1=C(C)NC2=C(C(=O)CC(c3ccc(OC)c(OC)c3)C2)C1c1ccc(C)o1 (stereo not given) | 7 | 1.6 | 6 | -3 | -6 | -5 | -5 | -19 | -11 | 4 | 2.1
Cc1nc2ncnn2c(N2CCN(C(c3ccccc3)c3ccccc3)CC2)c1C | 1 | -0.4 | -18 | 14 | 33 | -4 | 2 | -2 | -12 | x | 0.8
O=C(N/N=C/c1cc([N+](=O)[O-])ccc1Cl)c1cc(-c2ccccc2)nc2ccccc12 | -12 | 0.5 | -39 | -3 | 115 | -4 | -19 | 5 | -8 | x | 0.1
CC(=O)Nc1ccc(S(=O)(=O)N2CCN(C(=O)c3ncoc3-c3ccccc3C)CC2)cc1 | 2 | 0.1 | -2 | 2 | 127 | 3 | 5 | -2 | -6 | 0 | -1.2
O=C(NC(Cc1ccccc1)C(=O)O)C1CCCCC1 (stereo not given) | -7 | 1.2 | 22 | -2 | -4 | -1 | -5 | 8 | -9 | x | -1.9
CC(C)CCN1C(=O)C2(OCCCO2)c2cc(Cl)ccc21 | -7 | 1.3 | 26 | -1 | 18 | 0 | -1 | -7 | 1 | -6 | 0.3
CCc1ccc(CNC(=O)Cn2nc(-c3ccccc3)ccc2=O)cc1 | 17 | 1.3 | -11 | 19 | -2 | -9 | 7 | -1 | -6 | 5 | 1.0
CCOC(=O)C1(CC)NC(c2ccco2)C2C(=O)N(c3ccc(C)cc3)C(=O)C21 (stereo not given) | 4 | -1.4 | x | 11 | -10 | -4 | 0 | -1 | -8 | 4 | 1.6
CC1CCCCC1NC(=O)COC(=O)CNC(=O)c1cccc(F)c1 (stereo not given) | -2 | -1.1 | -32 | -4 | -11 | 4 | -2 | 0 | -4 | -2 | -1.0
O=C(O)CCCn1cc(NC(=O)c2cc(F)c(F)cc2Cl)cn1 | 14 | 0.6 | 10 | -1 | 2 | 2 | -1 | 6 | 8 | 7 | 1.5
CSCCC1C(=O)OC2(C)CC(C)(C)NC(=S)N12 (stereo not given) | -4 | 0.6 | -1 | -7 | 8 | -1 | -11 | 4 | 2 | -2 | -3.0
CC1(C)CC(=O)C(C=Nc2ccc(NC3=C(C#N)C(=O)CC(C)(C)C3)cc2)=C(O)C1 | -2 | 0.4 | 6 | 1 | 3 | 5 | 5 | -1 | 1 | -2 | 1.5
COc1ccc(-c2nc(NC(=O)c3ccccc3)sc2-c2ccc([N+](=O)[O-])cc2)cc1 | -5 | -1.1 | -27 | 3 | -8 | 2 | -3 | -16 | 5 | -2 | 0.1
COc1ccc(NS(=O)(=O)c2cc(C(=O)N3CCN(C(C)=O)CC3)ccc2Cl)cc1 | -10 | 0.2 | 2 | 8 | 56 | 0 | -3 | 1 | 9 | -1 | 0.1
[O-]/C(=C(\C(=S)Nc1ccc(Cl)cc1)[n+]1ccccc1)c1ccc(OC(F)F)cc1 | -11 | -0.2 | 3 | 0 | x | -8 | -5 | 3 | -11 | 0 | 1.8
CCC(C(=O)Nc1cc(C(=O)Nc2cc(C)ccn2)ccc1Cl)c1ccccc1 (stereo not given) | 0 | 1.3 | -19 | 10 | 5 | -2 | 3 | -3 | 3 | -3 | 1.3
CCN(Cc1ccccc1)S(=O)(=O)CCNC(=O)c1ccccc1 | -12 | -0.8 | -27 | 14 | -5 | -1 | 9 | -3 | 3 | -2 | 2.1
CCc1c(C)[nH]c(C(=O)OCc2ccccc2)c1C | 2 | -0.1 | 10 | 23 | x | 3 | -15 | 4 | -13 | 3 | -2.1
CCC/C=C1/CCCOC(C(=O)NCc2cc(C)n(C)n2)(C(F)(F)F)C1 (stereo not given) | 15 | 0.8 | 13 | 7 | 3 | -3 | 4 | -9 | -4 | x | -0.8
CCNc1ncnc2[nH]ncc12 | -11 | 0.5 | -29 | -1 | x | -1 | 1 | -6 | -5 | -6 | 1.4
COC1C(OC(=O)/C=C/C=C/C=C/C=C/C(=O)O)CCC2(CO2)C1C1(C)OC1CC=C(C)C (stereo not given) (tested in a mixture with another compound) | -9 | -1.1 | -24 | -2 | x | -4 | -5 | -2 | -17 | 1 | -2.0
Cc1ccc(NC(=O)COC(=O)c2ccc(-n3cccn3)cc2)cc1C | -5 | 4.0 | x | 4 | x | -1 | -4 | -2 | 1 | -1 | 0.3
O=C(O)c1cccc(S(=O)(=O)N2CCN(C(c3ccccc3)c3ccccc3)CC2)c1 | -5 | -0.1 | -4 | -11 | -10 | 2 | -1 | 2 | -1 | 0 | 0.6
CCc1c(Cl)nc(N)nc1Nc1ccccc1Cl | -15 | -7.7 | -12 | -3 | x | -2 | -2 | 0 | -12 | 0 | 0.0
COC(=O)CSc1nnc(-c2cccs2)n1-c1ccc(Cl)cc1 | 0 | 1.2 | 14 | 5 | -9 | -1 | 9 | -5 | 4 | -7 | -0.5
COc1ccccc1CN=c1c([N+](=O)[O-])nn(-c2ccc3c(c2)OCCO3)n1O | -4 | -0.4 | 4 | 2 | 32 | 5 | 16 | -3 | 6 | 9 | 1.1
Nc1ccc2sc(N)nc2c1 | -8 | -0.4 | x | 3 | 11 | -1 | -6 | 4 | 3 | x | 2.2
Cc1ccc(/C=C/C(=O)NC2=NCCS2)cc1 | -8 | -1.1 | -19 | -3 | 21 | -7 | 0 | -1 | 3 | 0 | 2.9
COc1ccc(NC(=O)CN2CCN(CC(=O)Nc3ccccc3OC)CC2)c(OC)c1 | -11 | 1.1 | 18 | 9 | x | 1 | 0 | -4 | 4 | -1 | 1.4
COc1ccc(-c2nn(-c3ccccc3)cc2/C=C/C(=O)N(C)CC(=O)Nc2cccc(F)c2)cc1OC | -17 | 0.5 | x | 7 | x | 5 | -4 | 3 | -16 | -1 | 0.1
O=C(Cc1noc2ccccc12)Nc1ccc2ccccc2c1 | -9 | -0.1 | 2 | -1 | 13 | -4 | 1 | 3 | -7 | 0 | 0.1
COc1ccc(CNC(=O)Nc2cccc3ccccc23)cc1 | 9 | 2.8 | -12 | 2 | -4 | 0 | 0 | -8 | 1 | -3 | 1.3
COc1cc(SC)ccc1C(=O)OCC(=O)NC1CCCC1 | -4 | -2.3 | 11 | x | 1 | -1 | -3 | -6 | -5 | -2 | 2.3
CN(C)CC(O)CN1C(=O)N(CN2C(=O)N(CC(O)CN(C)C)C(=O)C2(C)C)C(C)(C)C1=O (stereo not given) | -15 | -1.0 | 23 | -2 | 16 | 1 | x | x | 1 | -3 | 1.3
CCc1ccccc1NC(=O)C1CC(c2ccc(OC)cc2)=NO1 (stereo not given) | 3 | -0.9 | 10 | -4 | 17 | -8 | -2 | -7 | -5 | -1 | -6.7

Assay outcomes from PubChem BioAssay.
